Assay outcomes from PubChem.
CIT2-GFP yeast – modulators of CIT2-GFP expression in yeast, primary screen, S. cerevisiae, GFP fusion, multiplex flow cytometry, MLPCN library. S. cerevisiae CIT2-GFP strain, 3 h; 100 means same as DMSO wells. GFP response vs DMSO, % at 10 µM. actives 0.065% (n = 320,000);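 active means GFP response relative to DMSO above a set limit, near the screen mean plus 3 SD, cut at about 150% in these data; inconclusive means Fewer than 70 cells measured for a yeast strain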;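 further: ratio of well median GFP fluorescence to mean of DMSO wells on the plate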
AHR activator – AHR activators, primary screen, cell-based, luminescence, luciferase reporter, human | AHR-responsive luciferase reporter cells | activation, % at 5 µM | actives 2.5% (n = 320,000); in the data active means activation above about 47%;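 further: 0% = vehicle wells and 100% = reference agonist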
Target sequence (P35869 whole entry, looked up): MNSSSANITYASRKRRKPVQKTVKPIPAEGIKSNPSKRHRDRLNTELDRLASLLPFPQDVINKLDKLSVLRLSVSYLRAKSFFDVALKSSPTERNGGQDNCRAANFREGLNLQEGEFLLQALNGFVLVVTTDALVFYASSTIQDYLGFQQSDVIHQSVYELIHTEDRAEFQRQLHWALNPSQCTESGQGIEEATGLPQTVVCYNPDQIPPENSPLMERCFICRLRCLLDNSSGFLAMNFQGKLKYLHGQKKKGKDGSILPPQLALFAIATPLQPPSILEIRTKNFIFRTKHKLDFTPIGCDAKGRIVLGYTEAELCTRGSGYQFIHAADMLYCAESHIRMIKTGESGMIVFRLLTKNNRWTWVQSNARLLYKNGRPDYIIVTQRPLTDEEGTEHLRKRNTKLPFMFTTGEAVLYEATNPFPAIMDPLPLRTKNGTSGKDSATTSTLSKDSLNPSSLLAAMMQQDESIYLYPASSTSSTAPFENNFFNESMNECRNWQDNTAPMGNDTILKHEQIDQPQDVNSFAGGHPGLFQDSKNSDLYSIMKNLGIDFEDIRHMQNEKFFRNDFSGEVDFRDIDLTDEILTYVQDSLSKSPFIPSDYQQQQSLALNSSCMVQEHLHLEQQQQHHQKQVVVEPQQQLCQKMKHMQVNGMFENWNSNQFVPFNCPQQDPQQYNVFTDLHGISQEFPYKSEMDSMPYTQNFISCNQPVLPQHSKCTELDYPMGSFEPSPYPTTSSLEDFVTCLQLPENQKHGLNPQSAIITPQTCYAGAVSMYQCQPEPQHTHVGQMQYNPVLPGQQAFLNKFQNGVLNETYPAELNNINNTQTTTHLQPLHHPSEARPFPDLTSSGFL
Efflux pump inh – inhibitors of Candida efflux pumps in yeast, primary screen, S. cerevisiae, Nile Red, multiplex; S. cerevisiae Candida pump triplex; inhibition, % at 10 µM; actives 0.44% (n = 330,000);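 active means plate passing quality check with inhibition over a set limit, or well fluorescence over plate mean plus 4 SD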;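 further: Nile Red retained in pooled yeast measured as flow cytometry median fluorescence; 0% = buffer negative control and 100% = Enniatin B positive control; higher means more Nile Red kept so more efflux inhibition; some compounds called inactive have numbers as strong as hits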
AGP1 TOR yeast – modulators of AGP1-GFP expression in yeast TOR pathway, primary screen, cell-based, multiplex flow cytometry, S. cerevisiae, MLPCN library; actives 0.02% (n = 320,000); 3 h; GFP as percent of DMSO wells; GFP response vs DMSO, % at 10 µM; AID 2066, 2009;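 active means GFP response relative to DMSO above a set limit, near screen average plus 3 SD, cut at about 150% in these data; inconclusive means fewer than 70 cells counted for the yeast strain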;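 further: median GFP channel fluorescence of the gated AGP1 strain per well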
MEP2 TOR yeast – modulators of MEP2-GFP levels in yeast, primary screen, S. cerevisiae, multiplex flow cytometry, MLPCN library. S. cerevisiae MEP2-GFP strain, 3 h; 100% = DMSO control level. GFP response vs DMSO, % at 10 µM. actives 0.51% (n = 330,000);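 active means GFP response versus DMSO above a set limit, roughly screen mean plus 3 SD, cut at about 180% in these data; inconclusive means fewer than 70 cells counted for a yeast strain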;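 further: median GFP fluorescence of the barcode-gated MEP2-GFP cells per well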
LAP4-GFP MLPCN – modulators of LAP4-GFP expression in yeast, primary screen, S. cerevisiae, multiplex flow cytometry, MLPCN library; 3 h; median GFP as percent of DMSO wells; GFP response vs DMSO, % at 10 µM; actives 0.34% (n = 320,000); AID 2023, 2009;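 active means GFP response vs DMSO above a set limit, about the screen mean plus 3 SD, cut at about 150% in these data; inconclusive means under 70 cell events counted for the yeast strain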
Yeast superoxide – reduction of superoxide in aged yeast, primary screen, HTS | actives 0.18% (n = 330,000) | S. cerevisiae aged cells, superoxide DHE fluorescence; active compounds read low | superoxide response (% of plate mean), % at 10 µM;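 active means superoxide response under a set limit, about three screen SD below normal, cut at about 65% in these data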;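 further: yeast aged for seven days with compound at 30 °C before DHE staining; 100% = average MFI of all compound-treated wells on the plate with controls excluded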
RPL19A TOR yeast – RPL19A-GFP expression modulators in yeast, primary screen, cell-based, S. cerevisiae, multiplex flow cytometry, MLPCN; S. cerevisiae RPL19A-GFP strain, 3 h; active compounds read low; actives 0.3% (n = 330,000); percent response vs DMSO, % at 10 µM;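 active means percent response vs DMSO below 50%; inconclusive means fewer than 70 events counted for the yeast strain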;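 further: median channel GFP fluorescence of the barcoded RPL19A-GFP strain; ratio of sample median GFP to plate DMSO average so 100% = DMSO; lower means less RPL19A-GFP as with rapamycin TOR inhibition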
Active calls of the source: *; ? = inconclusive; · = no result given; [ ] = remark or other dose.

SMILES	CIT2-GFP yeast	AHR activator	Efflux pump inh	AGP1 TOR yeast	MEP2 TOR yeast	LAP4-GFP MLPCN	Yeast superoxide	RPL19A TOR yeast
O=C(COC(=O)c1cccs1)Nc1ccccc1[N+](=O)[O-]	96	9	0.3	102	103	104	117	106
O=C(CCC(=O)OCC(=O)c1ccc(Cl)cc1)NC1CCCCC1	87	-1	0.2	98	101	92	97	99
O=c1nc(N2CCCCC2)nc(Nc2ccccc2)[nH]1	93	1	0.0	100	101	96	104	95
Cn1cnc(NCc2ccccc2)c1[N+](=O)[O-]	95	-1	0.0	108	96	106	91	96
Cc1cccc(CSCCNC(=O)CCSc2ccccc2)c1	97	-1	-0.1	101	102	100	94	103
O=C1CCN(Cc2ccc(O)cc2)CCN1CCO	101	2	-0.2	101	102	99	95	112
CCOC(=O)c1c(C)[nH]c(C(=O)OCC(=O)Nc2ccccc2)c1C	106	6	0.1	103	108	106	103	105
O=C(Cn1nc(Cc2cccnc2)c2ccccc2c1=O)NCc1ccc(F)cc1	104	5	-0.1	105	99	101	85	100
Cc1ccc(CC(C(=O)O)C(C)C(=O)Nc2ccc(F)cc2)cc1 (configuration not stated)	98	·	-0.1	99	109	95	107	109
C=CCNCCCCOc1ccc(OCc2ccccc2)cc1	109	-3	-0.1	101	113	108	110	105
CC(=O)Nc1ccc(/C(C)=N/NC(=O)c2ccc(F)cc2)cc1	93	3	0.1	98	102	96	95	100
CCNC(=S)NNC(=O)c1cc(-c2ccccc2C)nc2ccccc12	107	18	0.1	·	103	107	91	99
CSC(=NCc1ccc(F)cc1)NS(=O)(=O)c1cccs1	102	3	-0.1	99	94	89	101	97
CCOC(=O)C1=C(COC(=O)c2ccc3ccccc3c2O)NC(=O)NC1C (configuration not stated)	81	43	0.6	100	103	126	174	96
O=C(O)Cc1sc(-c2cccnc2)nc1-c1ccc(Br)cc1	87	27	0.0	100	99	107	122	92
CNc1ccc(Br)cc(C(=O)/C=C/c2cc(OC)ccc2OC)c1=O	95	10	0.1	105	107	96	95	107
O=C(N/N=C/C(Br)=C/c1ccccc1)c1cccnc1	100	17	0.0	111	103	123	102	100
Cc1ccc(NC(=O)COc2coc(CN3CCN(c4ccccc4)CC3)cc2=O)cc1	101	-1	0.0	107	95	103	92	93
Cc1cc(C(=O)N2CCC(C(F)(F)F)n3nccc32)on1 (configuration not stated)	116	0	-0.1	107	106	111	91	109
O=C(NC1CCCCC1)C(=S)NCCc1ccccc1	106	2	0.0	104	109	104	93	101
Cc1ccc(NC(=O)/C=C/c2ccc([N+](=O)[O-])s2)cc1	100	19	0.0	96	105	101	104	103
CCOc1ccc(NC(=O)CSc2nccn2Cc2ccco2)cc1	97	4	0.0	103	101	118	90	96
CCc1ccc(N2C(=O)CN(Cc3sccc3C)C2=S)cc1	102	-1	-0.1	97	96	109	92	97
Cc1ccc(-c2nnc(N3CCCCC3)c3ccccc23)cc1S(=O)(=O)NCC1CCCO1 (configuration not stated)	96	3	-0.1	100	104	103	84	98
COc1ccc(CCNC(=O)C(C)OC(=O)c2cccs2)cc1OC (configuration not stated)	90	1	-0.1	69	81	75	88	81
Cc1cccc(NC(=O)CN2C(=O)N/C(=C\c3ccc(-c4cccc(C(=O)O)c4)o3)C2=O)c1	?	2	-0.1	?	215*[may fluoresce violet]	84[may fluoresce violet]	95	43*[may fluoresce violet]
Cc1nn(C(CC(=O)O)C(=O)O)c(C)c1Br (configuration not stated)	102	0	-0.1	113	105	101	107	100
CCCCN(C)CCN1C(=O)C2C(C(=O)Nc3ccc(C)cc3)C3C=CC2(O3)C1C(=O)NC1CCCCC1 (configuration not stated)	99	0	-0.1	103	92	100	102	100
COc1ccc(CCNC(=O)CSc2c[nH]c3ccccc23)cc1OC	104	20	-0.1	105	103	103	116	102
CCN1CCCC1CN(Cc1cc2ccc(C)c(C)c2[nH]c1=O)C(=O)Nc1ccccc1OC (configuration not stated)	91	5	0.0	106	87	87	95	99
C=CCN(C(=O)CNC(=O)c1ccco1)C(C(=O)NC1CCCCC1)c1ccccc1F (configuration not stated)	101	0	0.1	99	98	96	99	98
Cc1onc(-c2ccccc2)c1C(=O)NCCN1CCOCC1	100	0	0.1	100	130	111	111	101
COc1cccc(NC(=O)CN(C)CC(=O)NCC(=O)Nc2ccc(F)cc2)c1	93	14	0.4	95	102	99	116	98
CCCCn1c(=O)[nH]c(=O)c2c1nc(COc1ccc(C#N)cc1)n2CCC	92	0	0.2	90	97	89	96	94
CCOC(=O)c1nn(-c2ccc(Cl)cc2)c2nnc(Cc3ccccc3)c(=O)n12	97	10	-0.1	95	94	89	98	99
COc1cc(/C=C/C(=O)OCC(=O)Nc2cccc(F)c2)ccc1O	98	-1	0.1	99	105	96	112	101
COc1cc(/C=N/n2cnnc2)ccc1OCc1ccccc1	109	0	-0.1	111	112	94	92	104
Cc1nn(C(=O)N2CCOCC2)c(C)c1CN1C(=O)c2ccccc2C1=O	110	0	0.0	102	104	97	110	104
CC(C)N(C)C1CCN(C(=O)Nc2ccc(Cl)c(Cl)c2)CC1	100	-3	0.0	107	101	104	101	94
Cc1ccc(C23CC4CC(CC(NC(=O)NCCN(C)C)(C4)C2)C3)cc1	99	3	0.0	96	96	92	99	96
COc1cc2ncnc(NCc3ccc(C)o3)c2cc1OC	95	11	-0.1	95	89	107	112	95
O=C(O)C1(c2ccccc2)CCN(S(=O)(=O)c2cccs2)CC1	100	-4	0.1	104	107	107	110	104
Cc1ccc(C(C)C)cc1OCC(=O)N/N=C/c1ccc2c(c1)OCCO2	97	5	-0.7	98	107	101	106	101
CN(C)S(=O)(=O)c1ccc2c(c1)c(=O)c(C(=O)N1CCN(c3ccccn3)CC1)cn2C	105	2	0.0	111	106	111	88	106
CN(C)S(=O)(=O)c1ccc(C(=O)OCC(=O)NC(=O)NC2CCCC2)cc1	99	2	0.5	105	110	106	108	110
COC(=O)c1ccc(/C=N/NC(=O)C(=O)NCC2CCCO2)cc1 (configuration not stated)	95	-2	0.1	97	99	100	100	102
O=C(NC1CCCCC1)C1(S(=O)(=O)c2ccc(Cl)cc2)CC1	95	-1	-0.1	94	102	108	94	96
O=S1(=O)N=C(Nc2nc3c(s2)CCCC3)c2ccccc21	87	57*	-0.2	85	92	85	88	95
O=C(NC(=S)Nc1ccc(CN2CCOCC2)cc1)c1ccc([N+](=O)[O-])cc1	95	2	0.2	91	97	90	112	100
COc1ccc(C)cc1NC(=S)N1CCN(S(C)(=O)=O)CC1	101	-1	-0.3	101	109	96	99	105
Cn1nnnc1SCC1=C(C(=O)O)N2C(=O)C(NC(=O)Cn3nc(C(F)F)cc3C3CC3)C2SC1 (configuration not stated)	88	3	0.2	96	92	110	103	96
CCOC(=O)Cn1c(=O)c(-c2ccccc2NC)nc2ccccc21	?	20	-0.3	?	?	?	107	?
O=C(NC(c1ccccc1)C(Cl)Cl)c1ccccc1 (configuration not stated)	108	0	0.0	151*	164	102	107	106
COC(=O)c1cccc(Cn2c(Cl)c(/C=N/NC(=O)c3ccco3)sc2=O)c1	98	0	-0.1	98	99	98	93	95
CCN(CC)S(=O)(=O)c1ccc(N2CCOCC2)c(NC(=O)Cc2ccccc2F)c1	99	1	0.7	99	105	94	88	105
Cc1cccc(CN2C(=O)[C@H]3Cc4c([nH]c5ccccc45)C(C)(C)N3C2=O)c1	84	1	-0.2	86	100	116	102	100
O=C(CCc1nc2ccccc2c(=O)[nH]1)Nc1nc(-c2cccs2)cs1	104	25	0.0	105	104	101	102	101
CC(=O)N1c2ccc3ccccc3c2C2C=CCC2C1c1ccc(Br)cc1 (configuration not stated)	85	85*	0.2	93	99	99	103	94
CC(C)(C)NCC(O)(c1ccc(Cl)cc1)c1ccc(Cl)cc1	·	-1	0.3	90	92	84	104	89
CCc1nn(CCCC(=O)NCc2ccccc2C)c(=O)c2cc3occc3n12	106	-1	0.0	106	105	111	105	101

Following part:
SMILES	CIT2-GFP yeast	AHR activator	Efflux pump inh	AGP1 TOR yeast	MEP2 TOR yeast	LAP4-GFP MLPCN	Yeast superoxide	RPL19A TOR yeast
CC1Sc2ccc(S(=O)(=O)N3CCC(C(=O)N(C)Cc4ccccc4)CC3)cc2NC1=O (configuration not stated)	106	2	-0.3	96	119	87	88	103
Cc1csc(SCC(=O)Nc2c(C)n(C)n(-c3ccccc3)c2=O)n1	95	2	0.0	·	98	95	133	103
CCOC(=O)C1(Cc2cccc(Cl)c2)CCCN(C(=O)c2ccc(C)nc2)C1 (configuration not stated)	100	1	0.0	99	94	100	100	104
Cc1ccc(OCCC(=O)NNC(=O)c2ccccc2F)cc1	96	-1	0.0	101	99	101	112	98
CCc1ccc(NC(=S)Nc2ccc3[nH]c(=O)[nH]c3c2)cc1	100	0	0.0	106	106	102	111	100
CC(=O)Nc1ccccc1NC(=O)C/C(C)=N/NC(=O)C(=O)Nc1cccc(Cl)c1C	106	-6	0.1	106	103	98	111	100
CCNc1ccc([N+](=O)[O-])cc1	91	-2	0.0	100	98	111	111	95
CCCC(=O)Nc1ccc(C=C(C(C)=O)C(C)=O)cc1	101	1	0.1	107	103	114	100	99
COCn1cnc(-c2ccccc2)c1-c1ccccc1	105	-2	-0.2	100	92	103	105	95
Cc1c(Cl)c(C(F)(F)F)nn1CC(=O)NCc1ccccc1	105	2	-0.1	106	107	107	89	102
O=c1oc2ccccc2c(NC2CCCCC2)c1NS(=O)(=O)c1ccc(F)c(Cl)c1	98	1	-0.3	91	89	92	109	93
COc1cccc(CCNC(=O)CCCC(=O)c2ccccc2)c1	100	0	0.0	96	105	94	118	102
COc1ccc(/C=C2\SC(N3CCc4ccccc4C3)=NC2=O)cc1	85	0	-0.2	94	90	122	95	89
CN(C)CCCn1c(=O)n(C2CCCCC2)c(=O)c2c3c(sc21)CCCCC3	103	-5	-0.1	98	103	96	101	94
CC(=O)Nc1ccc(Cc2nc3ccccc3[nH]2)cc1	103	-1	-0.1	97	101	88	103	102
COC(=O)C(CCSC)NC(=O)c1cn(-c2ccc(OC)cc2)c(=O)c2ccccc12 (configuration not stated)	101	1	0.0	93	111	94	104	99
COCC(=O)Nc1ccc(C)c(Cl)c1	·	4	0.0	104	100	97	93	101
CN(C)CCNC(=O)c1onc(CSc2ccc(F)cc2)c1C(=O)NCCN(C)C	108	-1	-0.1	92	89	100	97	104
Cc1ccc2nc(CSc3nnc(-c4ccco4)n3-c3ccccc3)cc(=O)n2c1	·	-2	0.0	91	91	99	90	95
O=S(=O)(c1ccc2c(c1)oc1ccccc12)N1CCOCC1	93	3	0.1	97	97	97	99	99
CCOC(=O)N1CCN(C(=O)c2ccc3c(=O)n(Cc4ccccc4)c(=S)[nH]c3c2)CC1	99	4	0.1	98	101	99	95	101
COc1cc2cc(CCCOC(=O)c3cccc(Br)c3)oc(=O)c2cc1OC	84	0	0.4	91	85	100	106	92

Part of the list above, comma-delimited.
Molecule,CIT2-GFP yeast,AHR activator,Efflux pump inh,AGP1 TOR yeast,MEP2 TOR yeast,LAP4-GFP MLPCN,Yeast superoxide,RPL19A TOR yeast
CCOC(=O)N1CCN(C(=O)c2ccc3c(=O)n(Cc4ccccc4)c(=S)[nH]c3c2)CC1,99,4,0.1,98,101,99,95,101
COc1cc2cc(CCCOC(=O)c3cccc(Br)c3)oc(=O)c2cc1OC,84,0,0.4,91,85,100,106,92
